# Source: PubChem (several laboratories)
# APP 5'UTR act = activators of APP 5'UTR luciferase reporter, primary screen, SH-SY5Y cells; SH-SY5Y APP 5'UTR luciferase reporter, luminescence; zero percent = DMSO vehicle wells; activation, % at 2 µM; 190,000 tested, 1% active; AID 1276, 2008;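 active = activation above a set limit, based on mean plus 3 SD of controls, cut at about 140% in these data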; also: values of inactives mirror those of a sister screen read the other way
# NF-kB expr up = activators of NF-kB expression in neurons, primary screen, cell-based, HTS; human neuronal cells, NF-kB reporter expression; stronger effect = higher value; fold change at 12.5 µM; 190,000 tested, 1.6% active; in the data active = fold change above about 3.3
# DTT redox prof = compounds producing H2O2 with reducing agent – biochemical, NIH compound library profiling, artefact control for MLSCN library redox annotation, primary screen | DTT-dependent redox cycling H2O2, phenol red/HRP absorbance; 100% = 100 µM peroxide control, 0% = buffer | activation, % at 10 µM | 200,000 tested, 0.03% active;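 active = activation of at least 50% relative to the plate's high and low controls in the primary single-dose screen; inactive = activation below 50%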;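 also: compound incubated with DTT at 0.8 mM final as the reducing agent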
# Hsp70 act = Hsp70 transcriptional activators, primary screen, cell-based, HeLa, Hsp70 promoter luciferase, luminescence, 10 µM; HeLa Hsp70 promoter luciferase reporter; scaled: vehicle 0, proteasome-inhibitor control 100%; activation, % at 10 µM; 200,000 tested, 0.04% active; AID 1203, 2008;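 active = activation above the mean across all tested compounds plus 3 SD, cutoff set per campaign, cut at about 5.5% in these data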;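 also: 100% = MG132 at 30 µM as the positive control and 0% = DMSO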
# STAT1 blocker = STAT1 signaling inhibitors, primary screen, cell-based, HTS, luciferase reporter; NIH 3T3 STAT1-luciferase reporter, IFN-gamma, luminescence; inhibition, % at 5.5 µM; 200,000 tested, 0.35% active;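 active = inhibition above a set limit, the mean inhibition across all tested compounds plus 3 SD, cut at about 34% in these data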;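 also: 0% = IFN-gamma with DMSO and 100% = IFN-gamma with 300 µM nifuroxazide; values of inactives mirror those of a sister screen read the other way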
# HMGR II inh = inhibitors of E. faecalis class II HMGR, primary screen, biochemical, Enterococcus faecalis; HMG-CoA reductase (Enterococcus faecalis, mvaE); purified E. faecalis HMGR, NADPH absorbance 340 nm kinetic; inhibition, % at 10 µM; 190,000 tested, 0.41% active; AID 1066, 2008;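 active = inhibition above a set limit, the median over all tested compounds plus 3 SD, cut at about 9.5% in these data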;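 also: enzyme runs in reverse so mevalonate oxidation gives rising NADPH absorbance; 0% = complete reaction with DMSO and 100% = background rate lacking mevalonate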
# STAT3 inh = IL-6 driven STAT3 reporter inhibitors, primary screen, U3A cells, luciferase, luminescence, MLSCN library; IL-6 STAT3-luciferase reporter; host cell line lacks STAT1; inhibition, % at 5.5 µM; 190,000 tested, 0.89% active; AID 862, 2007;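 active = inhibition above the mean inhibition across all screened compounds plus 3 SD, cut at about 44% in these data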;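 also: 0% = DMSO only wells and 100% = 100 µM nifuroxazide control wells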
# TLR4 MyD88 comp = inhibitors of TLR4-MyD88 association in cells, primary screen, cell-based, HeLa CL3-4, BLA complementation, FRET ratio; 200,000 tested, 0.18% active; AID 861, 2007; HeLa CL3-4 TLR4/MyD88 BLA complementation; Toll-like receptor 4 (Homo sapiens) + Myeloid differentiation primary response protein …; inhibition, % at 8.4 µM; in the data active = inhibition above about 25%;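 also: 0% = vehicle and 100% = reference inhibitor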
# Target sequence (O00206 whole entry, looked up): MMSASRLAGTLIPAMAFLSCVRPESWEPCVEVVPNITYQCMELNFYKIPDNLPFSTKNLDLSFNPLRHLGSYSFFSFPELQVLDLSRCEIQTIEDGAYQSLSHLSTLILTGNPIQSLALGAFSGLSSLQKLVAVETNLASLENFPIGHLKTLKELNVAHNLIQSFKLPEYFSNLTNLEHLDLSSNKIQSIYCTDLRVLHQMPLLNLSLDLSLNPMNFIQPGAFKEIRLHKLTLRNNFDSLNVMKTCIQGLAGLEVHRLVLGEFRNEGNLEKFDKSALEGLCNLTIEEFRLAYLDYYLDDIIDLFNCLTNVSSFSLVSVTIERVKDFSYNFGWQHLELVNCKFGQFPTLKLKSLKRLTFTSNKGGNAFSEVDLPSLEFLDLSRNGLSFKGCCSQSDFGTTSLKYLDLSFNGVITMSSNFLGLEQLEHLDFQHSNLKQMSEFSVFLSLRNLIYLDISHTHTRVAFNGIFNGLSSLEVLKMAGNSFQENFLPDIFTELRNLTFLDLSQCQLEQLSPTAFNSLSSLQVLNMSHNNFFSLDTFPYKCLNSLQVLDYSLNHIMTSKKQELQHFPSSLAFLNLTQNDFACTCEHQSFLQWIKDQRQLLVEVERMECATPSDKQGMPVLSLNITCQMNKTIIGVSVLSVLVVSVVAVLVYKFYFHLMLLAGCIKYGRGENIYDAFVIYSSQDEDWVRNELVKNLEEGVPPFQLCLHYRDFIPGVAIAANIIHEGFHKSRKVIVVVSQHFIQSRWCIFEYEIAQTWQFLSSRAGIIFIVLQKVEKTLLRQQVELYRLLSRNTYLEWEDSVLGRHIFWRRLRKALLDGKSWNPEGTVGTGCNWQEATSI
# Target sequence (Q99836 whole entry, looked up): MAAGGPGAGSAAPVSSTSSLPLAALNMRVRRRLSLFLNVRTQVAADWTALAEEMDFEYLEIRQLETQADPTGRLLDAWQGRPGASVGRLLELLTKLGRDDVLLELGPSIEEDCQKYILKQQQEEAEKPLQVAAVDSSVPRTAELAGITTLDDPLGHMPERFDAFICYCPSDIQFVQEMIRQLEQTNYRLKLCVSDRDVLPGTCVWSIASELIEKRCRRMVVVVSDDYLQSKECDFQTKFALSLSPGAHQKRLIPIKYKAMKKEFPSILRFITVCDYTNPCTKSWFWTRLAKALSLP
# STAT3 activator = IL-6 driven STAT3 reporter potentiators, primary screen, U3A cells, luciferase, luminescence, MLSCN library | IL-6 STAT3-luciferase reporter; 100% = signal with IL-6 EC80 alone | activation (% of control), % at 5.6 µM | 190,000 tested, 0.91% active;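 active = activation above the screen-wide mean of compound activation plus 3 SD, cut at about 130% in these data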;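 also: 0% = background luminescence of wells with medium and substrate only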
#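 Assay system – human STAT1-deficient U3A cells with stable STAT3-luciferase reporter · Also added – IL-6 (33 ng/mL) · Schedule – compound 1 h, then IL-6 6 h at 37 °C · Technique – reporter luminescence signal · Evaluation – % activation versus median of IL-6-stimulated wells · Benchmarks – IL-6-only wells as 100% reference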
# STAT1 act = STAT1 signaling activators, primary screen, cell-based, HTS, luciferase reporter. 200,000 tested, 2.6% active. activation (% of control), % at 5.5 µM. AID 932, 2007. NIH 3T3 STAT1-luciferase reporter, IFN-gamma, luminescence; 100% = IFN-gamma alone, no compound;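 active = activation above the screen-wide mean activation plus 3 SD, cut at about 130% in these data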;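 also: raw ratio to IFN-gamma control signal so 100% means no change and 0% no light; values of inactives mirror those of a sister screen read the other way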
# * = called active by the depositor; nt = no result given.
[1] CNS(=O)(=O)c1ccc2c(c1)NC(=O)C1CCCN21 (configuration not stated)
[2] CC(Oc1ccccc1)C(=O)NN1Cc2ccccc2C1=N (configuration not stated)
[3] O=c1[nH]c2ccccc2nc1Cc1ccccc1
[4] Oc1c(C(c2cccs2)N2CCC3(CC2)OCCO3)sc2ncnn12 (configuration not stated)
[5] Cc1cccc2cc(COC(=O)c3ccccc3)c(=O)[nH]c12
[6] NC(=O)CSc1nc2ccccc2n1-c1ccccc1
[7] COc1cccc(NC(=O)Nc2ccccc2C(N)=O)c1
[8] CC(Oc1ccc(Cl)cc1Cl)C(=O)Nc1ccc2oc(-c3ccncc3)nc2c1 (configuration not stated)
[9] Cc1ccc2occ(CN3CCN(c4ccccc4)CC3)c(=O)c2c1
[10] Cc1ccc(SCCC(=O)OCC(=O)Nc2ncc(Cl)cc2Cl)cc1

screen / no.	1	2	3	4	5	6	7	8	9	10
APP 5'UTR act	-5	15	-19	-13	-6	7	13	25	-21	12
NF-kB expr up	1.1	0.92	0.91	1	1	1.5	1.3	1.1	1.1	1.4
DTT redox prof	0.0	-0.6	0.2	0.4	0.0	-0.2	-0.5	0.4	2.6	0.0
Hsp70 act	-0.1	-0.3	-0.1	-0.3	-0.1	0.5	0.9	-0.2	-0.1	0.0
STAT1 blocker	4	-3	2	-1	13	3	0	-7	0	3
HMGR II inh	1	1	-1	0	2	-1	2	-6	0	-1
STAT3 inh	6	0	12	9	24	-6	15	50*	5	10
TLR4 MyD88 comp	0	-17	-3	-2	-2	8	-5	0	3	6
STAT3 activator	98	101	92	100	83	107	94	60	101	96
STAT1 act	97	102	98	101	88	97	100	107	100	98

[11] Brc1ccc(-c2csc3[n+]2CCCCC3)cc1
[12] CCOC(=O)c1nnn(-c2nonc2N)c1-c1cccc2ccccc12
[13] Cc1ccc(CCNC(=O)CN(C)S(=O)(=O)c2cnc[nH]2)cc1
[14] CCOC(=O)c1c(C)[nH]c(C(=O)COc2ccc3c(c2)OCO3)c1C
[15] CCOC(=O)c1oc2ccccc2c1NC(=O)COc1ccc(F)cc1
[16] Cc1ccc(S(=O)(=O)Oc2ccccc2/C=N/NC(=O)c2nn(C)cc2[N+](=O)[O-])cc1
[17] CC1(C)CC(=O)C=C(NCCO)C1
[18] Cc1c(C(=O)N2CC(C)OC(C)C2)oc2ccccc12 (configuration not stated)
[19] O=C(N/N=C/c1ccco1)C1CC(=O)N(c2ccccc2)C1 (configuration not stated)
[20] O=C(CCCN1C(=O)c2cccc3cccc(c23)C1=O)N1CCN(c2ncccn2)CC1

screen / no.	11	12	13	14	15	16	17	18	19	20
APP 5'UTR act	0	-1	-3	8	-14	4	-8	1	-8	6
NF-kB expr up	0.85	1.1	1.1	0.91	1.1	1.2	1.1	1.3	1.1	1.1
DTT redox prof	0.2	-6.2	0.2	-2.0	1.3	0.1	-0.2	-2.4	0.5	0.5
Hsp70 act	-0.3	0.0	-0.3	0.2	-0.4	0.0	-0.5	-0.2	-0.3	-0.2
STAT1 blocker	-1	5	1	4	-1	-1	-2	1	-13	6
HMGR II inh	0	-1	-1	-5	2	-5	-6	0	-3	-3
STAT3 inh	20	-1	4	4	10	4	-1	5	3	20
TLR4 MyD88 comp	3	6	1	3	8	2	7	6	-9	3
STAT3 activator	89	104	99	101	96	102	104	100	104	90
STAT1 act	99	96	99	98	101	101	102	101	110	93

# Rewritten tab-delimited: six of the compounds above.
no.	structure	APP 5'UTR act	NF-kB expr up	DTT redox prof	Hsp70 act	STAT1 blocker	HMGR II inh	STAT3 inh	TLR4 MyD88 comp	STAT3 activator	STAT1 act
11	Brc1ccc(-c2csc3[n+]2CCCCC3)cc1	0	0.85	0.2	-0.3	-1	0	20	3	89	99
20	O=C(CCCN1C(=O)c2cccc3cccc(c23)C1=O)N1CCN(c2ncccn2)CC1	6	1.1	0.5	-0.2	6	-3	20	3	90	93
12	CCOC(=O)c1nnn(-c2nonc2N)c1-c1cccc2ccccc12	-1	1.1	-6.2	0.0	5	-1	-1	6	104	96
19	O=C(N/N=C/c1ccco1)C1CC(=O)N(c2ccccc2)C1 (configuration not stated)	-8	1.1	0.5	-0.3	-13	-3	3	-9	104	110
15	CCOC(=O)c1oc2ccccc2c1NC(=O)COc1ccc(F)cc1	-14	1.1	1.3	-0.4	-1	2	10	8	96	101
18	Cc1c(C(=O)N2CC(C)OC(C)C2)oc2ccccc12 (configuration not stated)	1	1.3	-2.4	-0.2	1	0	5	6	100	101

# Next section.
[21] CCOC(=O)c1c(NC(=O)CSc2nnc(CNc3ccc(F)cc3)o2)sc(C)c1C
[22] O=C(CSCC(=O)N1CCCCC1)Nc1nc(-c2cccs2)cs1
[23] COc1ccccc1C1C2=C(N=c3s/c(=C/c4cccc(OCC(=O)O)c4)c(=O)n31)c1ccccc1CC2 (configuration not stated)
[24] Cc1cc2c(ncn2Cc2ccccc2)c(NS(C)(=O)=O)c1C
[25] CCCCN(C(=O)CCC(=O)O)C1CC(=O)N(c2ccc(OCCC)cc2)C1=O (configuration not stated)
[26] Cc1cc(C(=O)N/N=C/c2ccccc2Br)no1
[27] COc1cc(NC(=O)c2cccs2)c(OC)cc1NC(=O)CCn1nnc2ccccc21
[28] CCCCCn1c(=O)[nH]c2cc(C(=O)NCCCN3CCC(C)CC3)ccc2c1=O
[29] NC(=O)c1cc(Br)cc2c3c([nH]c12)CCCC3
[30] O=C(NCc1cccs1)c1cccc(Nc2nc3ccc(Br)cc3[nH]2)c1

screen / no.	21	22	23	24	25	26	27	28	29	30
APP 5'UTR act	12	25	-14	8	22	14	-9	-5	18	-7
NF-kB expr up	0.97	1.2	0.85	1.2	1	1.4	0.5	1	0.78	0.91
DTT redox prof	-0.1	-0.7	-0.3	0.7	0.9	-4.4	2.6	-0.5	-0.3	-3.2
Hsp70 act	-0.2	0.4	-0.3	-0.1	-0.2	-0.1	-0.3	0.4	-0.2	0.1
STAT1 blocker	3	-2	5	11	-6	-20	1	-1	1	-3
HMGR II inh	3	-3	-1	0	-11	-1	-7	-8	-6	-2
STAT3 inh	-3	-16	-4	21	-2	6	7	6	24	3
TLR4 MyD88 comp	3	5	0	-4	-7	7	-2	1	-2	-9
STAT3 activator	105	121	102	85	104	101	103	100	82	101
STAT1 act	97	101	95	90	111	118	99	100	99	103

[31] O=C(Nc1ccc(O)cc1)c1ccc2c(c1)C(=O)N(Cc1ccco1)C2=O
[32] CCc1ccc(OCC(=O)OCC(=O)c2c(N)n(C)c(=O)n(C)c2=O)cc1
[33] C=CCn1c(=S)[nH]c2sccc2c1=O
[34] CCOC(=O)c1sc2nc(C)n(CC(=O)NCC3CCCO3)c(=O)c2c1C (configuration not stated)
[35] COc1nnc(-c2ccc(N3CCCCC3)c(N)c2)c2ccccc12
[36] Cc1cc(C)c2oc(=O)cc(CN3CCOCC3)c2c1
[37] O=c1c2ccccc2nnn1COc1ccc(F)cc1Cl
[38] CCCCC(=O)OCC(=O)Nc1cccc(S(=O)(=O)NC2=NCCCCC2)c1
[39] CCN1CCCC1CNC(=O)c1cc2c(-c3ccc(Cl)cc3)nn(C)c2s1 (configuration not stated)
[40] COC(=O)c1sccc1NC(=O)COc1ccc(F)cc1Cl

screen / no.	31	32	33	34	35	36	37	38	39	40
APP 5'UTR act	29	4	-4	-7	18	-4	25	7	-1	52
NF-kB expr up	0.87	1.1	2.9	0.97	nt	1	2.3	1.1	0.51	1.5
DTT redox prof	0.5	0.0	-0.2	-2.9	3.0	3.1	-1.7	-1.0	-1.3	0.8
Hsp70 act	-0.2	0.2	-0.1	-0.6	0.0	-0.1	0.6	-0.3	0.5	-0.1
STAT1 blocker	7	5	-5	-4	11	11	-50	7	6	-15
HMGR II inh	-2	-7	0	2	nt	-6	-2	-3	-2	2
STAT3 inh	8	4	14	21	25	-4	9	0	-72	-6
TLR4 MyD88 comp	5	-5	-5	2	-5	7	-7	-4	1	8
STAT3 activator	91	98	90	88	81	107	95	100	170*	110
STAT1 act	93	94	103	104	90	90	144*	94	94	114

[41] Cc1cccc(N2CCN(C(=O)Cn3c(=O)[nH]c4ccsc4c3=O)CC2C)c1 (configuration not stated)
[42] COc1cccc(COc2nc3c(c(=O)n(C)c(=O)n3C)n2C)c1
[43] CN(C(=O)c1ccc(OC2CCN(C(=O)c3cccnc3)CC2)cc1)C1CCCCC1
[44] COc1cccc(/C=C/C(=O)Oc2ccc(C(=O)c3ccc(F)cc3)cc2)c1
[45] COCCNC(=O)C1CC(=O)N(C2CCCCC2)C1 (configuration not stated)
[46] CCCSc1nc2c(cnn2-c2ccc(C)cc2)c(=O)[nH]1
[47] CCOC(=O)C(Cc1ccccc1)C(=O)Nc1cccc(C)c1 (configuration not stated)
[48] COc1cccc(N(Cc2nnc3n2CCCCC3)C(=O)Nc2ccccc2F)c1
[49] Cc1c(Cl)cccc1NC(=O)CN1CCC(C(O)(c2ccccc2)c2ccccc2)CC1
[50] CCC(Nc1ccc(OC)cc1)C(=O)N/N=C/c1ccc([N+](=O)[O-])cc1 (configuration not stated)

screen / no.	41	42	43	44	45	46	47	48	49	50
APP 5'UTR act	15	-18	-9	-12	-5	-15	11	4	8	13
NF-kB expr up	1.5	0.99	1	1.2	1.1	1.1	1	0.93	0.99	0.98
DTT redox prof	0.5	0.7	0.2	0.3	-0.3	-0.5	0.6	-1.6	1.3	0.1
Hsp70 act	-0.1	1.4	-0.3	-0.4	0.0	0.0	-0.2	-0.2	-0.1	-0.4
STAT1 blocker	7	-6	14	9	-4	3	2	4	-3	-4
HMGR II inh	3	0	-2	-1	1	0	2	-2	-8	0
STAT3 inh	10	-1	9	-4	-6	-4	-3	-10	-4	-18
TLR4 MyD88 comp	11	-10	9	-19	-1	2	-12	-9	7	4
STAT3 activator	96	102	95	102	107	108	105	108	114	112
STAT1 act	94	105	86	91	104	97	98	96	103	106

[51] CCc1cccc(CC)c1NC(=O)COC(=O)c1ccc(F)c(S(=O)(=O)N(CC)CC)c1
[52] Cc1csc(=NC(=O)c2ccccc2)n1Cc1ccco1
[53] COc1ccc(Cc2nnc(SCC(=O)N3CCCC3)o2)cc1
[54] CCOC(=O)C(NS(=O)(=O)c1ccccc1)(C(F)(F)F)P(=O)(OC(C)C)OC(C)C (configuration not stated)

screen / no.	51	52	53	54
APP 5'UTR act	2	8	16	10
NF-kB expr up	0.84	1.1	1.5	1
DTT redox prof	0.3	0.7	-0.5	0.0
Hsp70 act	-0.3	-0.3	-0.2	-0.3
STAT1 blocker	1	0	3	-1
HMGR II inh	4	-6	-4	-3
STAT3 inh	-4	4	5	-6
TLR4 MyD88 comp	-1	5	-6	-12
STAT3 activator	107	100	99	106
STAT1 act	99	100	96	101
